CRFR2-BP ag – agonists of human CRF-binding protein/CRF-R2 receptor complex | HEK293 CRF-R2/CRF-BP, calcium dye fluorescence (FLIPR); percent of saturating CRF peptide response | activation, % at 13.2 µM | 0.46% of 350,000 active;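 active = activation of at least 50%, plus an integration ratio under a set limit after plate pattern correction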;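 also: plate controls were neutral control wells without compound for no effect and CRF at EC100 for full effect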
M4 ag – CHRM4 agonism in calcium assay; AID 624127; P08173; 0.14% of 360,000 active; CHO-K1 hM4/Gqi5, Fluo-8 calcium fluorescence; vehicle 0%, full acetylcholine response 100%; activation, % at 3 µM;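 active = activation above the run mean over all test wells plus 3 SD, cut at about 32% in these data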;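 also: peak over basal fluorescence ratio per well then scaled between controls; 0% = DMSO wells and 100% = acetylcholine at EC100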
Target sequence (P08173 whole entry, looked up): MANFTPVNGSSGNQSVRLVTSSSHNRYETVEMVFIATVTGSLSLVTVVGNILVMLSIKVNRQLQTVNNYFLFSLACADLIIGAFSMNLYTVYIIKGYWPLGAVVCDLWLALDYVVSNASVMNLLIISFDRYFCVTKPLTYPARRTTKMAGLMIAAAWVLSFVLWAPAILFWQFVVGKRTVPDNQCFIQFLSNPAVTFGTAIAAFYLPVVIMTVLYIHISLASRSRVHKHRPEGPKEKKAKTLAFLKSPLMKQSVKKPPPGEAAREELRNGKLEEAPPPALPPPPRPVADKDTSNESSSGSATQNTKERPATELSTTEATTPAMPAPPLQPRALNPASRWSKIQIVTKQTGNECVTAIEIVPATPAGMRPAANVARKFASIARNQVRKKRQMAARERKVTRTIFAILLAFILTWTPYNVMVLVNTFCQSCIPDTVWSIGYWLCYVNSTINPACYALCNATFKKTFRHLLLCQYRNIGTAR
CHRM5 agonist – CHRM5 agonism in calcium assay; 0.19% of 360,000 active; activation, % at 3 µM; AID 624037; CHO-K1 hM5 cells, Fluo-8 calcium fluorescence; 0% DMSO wells, 100% maximal acetylcholine response;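 active = activation above the run's mean over test compounds plus 3 SD, cut at about 23% in these data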;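 also: signal is peak over basal fluorescence ratio across the kinetic read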
Target sequence (P08912 whole entry, looked up): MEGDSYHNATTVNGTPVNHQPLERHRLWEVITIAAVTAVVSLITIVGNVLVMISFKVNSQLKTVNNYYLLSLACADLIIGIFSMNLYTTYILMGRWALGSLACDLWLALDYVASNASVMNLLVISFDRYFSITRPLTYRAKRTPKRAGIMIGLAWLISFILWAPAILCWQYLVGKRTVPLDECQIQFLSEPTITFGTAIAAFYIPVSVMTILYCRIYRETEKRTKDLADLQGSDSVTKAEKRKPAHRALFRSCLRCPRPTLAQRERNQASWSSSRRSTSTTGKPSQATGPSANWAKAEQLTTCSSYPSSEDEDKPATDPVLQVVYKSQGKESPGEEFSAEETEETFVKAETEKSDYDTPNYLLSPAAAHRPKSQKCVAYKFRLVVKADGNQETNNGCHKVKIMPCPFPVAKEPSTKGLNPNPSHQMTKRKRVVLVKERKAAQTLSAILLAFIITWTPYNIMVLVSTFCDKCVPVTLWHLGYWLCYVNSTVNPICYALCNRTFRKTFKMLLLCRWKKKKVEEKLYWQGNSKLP
CHRM5 antagonist – blocks acetylcholine activation of human M5 receptor; P08912; CHO-hM5 cells, Fluo-8 calcium fluorescence, ACh EC80; inhibition, % at 3 µM; 0.59% of 360,000 active; AID 624040;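 active = inhibition above a per-plate cutoff, the mean of that plate's test compounds plus 3 SD, cut at about 27% in these data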;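 also: 0% = acetylcholine EC80 with DMSO and 100% = DMSO without agonist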
CHRM5 PAM – potentiates acetylcholine response at human M5 receptor; P08912; CHO-K1 hM5, Fluo-8 calcium, ACh EC20 PAM; 0% = ACh EC20, 100% = ACh EC100; activation, % at 3 µM; 0.3% of 360,000 active;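 active = activation above the run cutoff, the mean activation of all test compounds plus 3 SD, cut at about 18% in these data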
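Assay system: CHO-K1 hM5 cells / Incubation: Fluo-8 loading 80 min at 37 °C plus 30 min room temperature / Technique: Fluo-8 calcium dye fluorescence, kinetic read / Repeats: single replicate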
M1 PAM – human CHRM1 positive allosteric modulation; P11229; activation, % at 3 µM; 0.088% of 360,000 active; AID 588819; CHO-K1 hM1, Fluo-8 calcium fluorescence, ACh EC20; 0% = ACh EC20, 100% = maximal ACh; in the data active = activation above about 19%, passing the limit was not always enough
CHRM4 antagonist – CHRM4 antagonism in calcium assay. AID 624125. inhibition, % at 3 µM. CHO-hM4 cells, ACh EC80, Fluo-8 calcium fluorescence. P08173. 0.73% of 360,000 active;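 active = inhibition above its plate's cutoff, the mean inhibition of sample wells plus 3 SD, cut at about 27% in these data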;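 also: 0% = acetylcholine EC80 with DMSO and 100% = DMSO without agonist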
CRFR2-BP antag – CRF-BP/CRF-R2 complex antagonism. HEK293 CRF-R2/CRF-BP, CRF-induced calcium fluorescence. inhibition, % at 11.8 µM. 0.59% of 350,000 active;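 active = inhibition of the ligand-induced calcium signal above about 50% at the single tested concentration, limit read from the data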
CHRM4 PAM – CHRM4 positive allosteric modulation. CHO-K1 hM4/Gqi5, Fluo-8 calcium fluorescence, ACh EC20; 0% = ACh EC20, 100% = maximal ACh. P08173. activation, % at 3 µM. 0.4% of 360,000 active. AID 624126;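 active = activation above its plate's cutoff, the mean activation of sample wells plus 3 SD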; also: some results filed as inactive read as strong as hits
The depositor's hits bear a star; x = not tested or not shown. This is a random part of the collection. Share with any hit: about 2.6%.

Below each compound – CRFR2-BP ag	M4 ag	CHRM5 agonist	CHRM5 antagonist	CHRM5 PAM	M1 PAM	CHRM4 antagonist	CRFR2-BP antag	CHRM4 PAM
- CN1CCN(NC(=O)Nc2ccc([N+](=O)[O-])cc2)CC1
  -1.2	1.1	-4.2	1.4	-1.6	3.5	-0.2	29.6	0.6
- O=C(O)c1cc(S(=O)(=O)NC(CO)C(O)c2ccc([N+](=O)[O-])cc2)ccc1Br (configuration not stated)
  -1.8	0.4	3.9	11.4	6.4	6.5	8.1	10.8	-2.1
- O=C(COC(=O)COc1ccccc1)Nc1ccc(Cl)cn1
  -0.8	1.0	-5.0	5.9	11.2	-1.2	5.3	0.2	5.4
- O=C(COc1ccc(-c2nnco2)cc1)N1CCN(S(=O)(=O)c2ccccc2)CC1
  -1.7	2.4	-7.6	-6.7	1.9	4.0	-3.9	-11.8	-1.9
- CCOc1ccc(NC(=O)CNC(=O)c2ccco2)cc1
  -0.7	0.3	0.3	-1.9	2.2	14.0	-2.4	-8.9	-6.4
- CCCS(=O)(=O)N1CCCC(C(=O)NCCN2CCC(Cc3ccccc3)CC2)C1 (configuration not stated)
  0.1	1.9	-6.9	5.1	-13.6	-6.5	15.3	4.7	-14.1
- O=C(CC(c1ccccc1)c1ccccc1O)N1CCCCC1 (configuration not stated)
  -5.2	0.3	-21.9	-0.8	1.8	-2.5	-9.9	16.2	-8.4
- CCOC(=O)C(C)Sc1nc(-c2ccccn2)ncc1OC (configuration not stated)
  0.5	-0.3	-3.0	-6.2	-2.2	7.6	-2.1	-10.5	0.3
- O=C(NCCCn1ccnc1)c1cc(-c2ccccc2)on1
  0.1	2.4	-1.1	-11.1	4.8	11.8	1.9	-14.0	0.8
- Cc1cccc(NCC(=O)N/N=C/c2ccc(Br)cc2)c1
  1.2	1.2	-1.8	6.3	8.5	6.6	4.9	-4.4	-0.7
- COc1cc(NC(=S)NCc2cccnc2)cc(OC)c1
  1.2	0.6	-0.6	-5.5	-1.1	-3.7	-0.3	-8.2	-6.5
- COc1ccc(CN(C)C(=O)c2cc(-c3ccccc3)nc3ccc(C)cc23)c(OC)c1
  5.1	13.7	2.7	18.2	-15.9	-16.9	30.6*	-17.9	-9.1
- O=C(Cn1cc([N+](=O)[O-])cn1)N1CCN(Cc2ccc3c(c2)OCO3)CC1
  -1.7	2.5	-0.5	14.5	-5.2	-0.1	-15.2	23.3	-2.5
- COc1ccccc1NC(=O)CSc1nccc(-c2ccco2)n1
  -1.1	1.2	0.1	6.7	-8.4	-11.3	4.5	6.3	1.1
- COc1cc(NC(=O)c2cccs2)c(C(=O)OCC(=O)NC(=O)NCc2ccccc2)cc1OC
  -1.8	0.7	0.1	-3.2	-0.7	12.4	1.8	9.3	-0.6
- COc1ccc(S(=O)(=O)NCCN2CCOCC2)cc1[N+](=O)[O-]
  0.7	1.7	-3.9	1.1	-0.6	1.0	-19.6	5.4	7.2
- COc1ccc(Cl)cc1NC(=O)COC(=O)c1ccc(Cl)nc1
  -1.1	1.8	0.5	-4.5	-2.5	5.6	-9.8	-5.9	3.0
- COc1ccc(Cn2c(-c3ccccc3)nc3c(c(=O)c4ccccc4n3C)c2=O)cc1
  -4.5	0.1	-1.7	-2.9	4.4	6.1	-1.8	12.1	-1.6
- CC1CC(=S)Nc2ccccc2N1C(=O)Nc1ccccc1 (configuration not stated)
  -2.3	5.9	4.5	7.3	-10.2	3.2	4.7	1.4	-9.8
- O=C1C[C@@H]2C(=O)N(c3ccccc3)C(=O)[C@@H]2[C@@H]2CN(S(=O)(=O)c3ccccc3)[C@@H](c3ccccc3)[C@H]12
  x	2.4	3.7	-5.2	1.6	-2.1	0.5	x	-2.4
- COc1ccc(S(=O)(=O)N(C)c2ccc(C(=O)N3CCN(C)CC3)cc2)cc1
  5.5	1.7	-1.6	1.0	-0.9	-0.7	8.2	27.1	-4.9
- CCn1c2ccccc2c2cc(NC(=O)CSc3nccc(=O)[nH]3)ccc21
  0.4	1.1	4.5	10.4	1.3	-0.2	6.5	10.6	-4.2
- O=C(O)c1cc(N/N=C/C=C/c2ccccc2)ccc1Cl
  0.8	3.4	1.5	7.9	-2.0	1.6	7.6	-2.4	-6.0
- Cn1c(SCC(=O)NCc2ccc3c(c2)OCO3)nnc1C1COc2ccccc2O1 (configuration not stated)
  -0.3	2.2	2.0	-0.9	4.3	14.9	-3.5	5.7	2.1
- S=c1[nH]nc(CNc2cccc(Cl)c2)o1
  -0.1	0.6	-1.0	14.8	-2.5	-0.7	8.0	11.7	-5.3
- Cc1ccc(NC(=O)Cc2nc(CCl)cs2)cc1
  -2.5	0.3	-2.4	-0.5	-2.9	5.8	-4.2	14.5	-2.4
- CN(C)S(=O)(=O)N1CCC(Oc2ccc(C(=O)N3C[C@H]4CC[C@H]3C4)cc2)CC1
  3.7	10.6	10.0	-20.4	-0.6	0.1	-19.5	17.3	-0.7
- O=C(NCCc1ccccc1)C1CC(=O)N(C2CCCC2)C1 (configuration not stated)
  0.1	0.7	-1.9	-6.9	-1.0	-1.3	12.1	-10.2	-2.0
- CCN(CC)S(=O)(=O)c1cccc(C(=O)Nc2cccc(C)c2)c1
  -0.7	2.1	0.8	3.4	-8.0	4.1	0.9	-9.0	-6.1
- COc1cc(/C=C2/C(=N)N3C=CSC3=NC2=O)ccc1OCCCOc1cc(C)ccc1C
  -1.1	-1.4	-1.0	10.1	-6.2	0.6	-6.7	-8.2	9.4

Part of the list above, showing only CRFR2-BP ag:
SMILES | CRFR2-BP ag
COc1ccc(S(=O)(=O)N(C)c2ccc(C(=O)N3CCN(C)CC3)cc2)cc1 | 5.5
CCN(CC)S(=O)(=O)c1cccc(C(=O)Nc2cccc(C)c2)c1 | -0.7

Additional structures
Below each compound – CRFR2-BP ag	M4 ag	CHRM5 agonist	CHRM5 antagonist	CHRM5 PAM	M1 PAM	CHRM4 antagonist	CRFR2-BP antag	CHRM4 PAM
- CCc1nc(N2CCN(C(C)=O)CC2)c2c3c(sc2n1)CCCC3
  -1.7	2.3	-0.1	2.7	-1.8	4.2	8.8	3.1	-2.8
- O=C(CN(CCc1ccccc1)S(=O)(=O)c1ccc(Cl)cc1)N/N=C/c1ccc2c(c1)OCO2
  -1.4	0.3	-1.9	-2.9	-4.2	6.0	-23.4	8.1	5.2
- Cc1cc(C(=O)CSc2n[nH]c(N)n2)c(C)n1C1CC1
  -0.5	0.7	-3.1	-3.0	0.8	10.5	-0.7	-26.2	10.5
- CNC(=O)c1ccc(S(=O)(=O)c2ccc(Cl)cc2)c(NC(C)=O)c1
  -0.6	-0.8	-3.4	8.2	-2.5	-1.8	10.3	-2.8	-9.0
- O=C(Nc1sccc1C(=O)NCc1ccco1)c1cccnc1
  -0.2	4.9	1.8	12.8	-14.8	-4.2	-8.3	-15.7	-1.6
- Cc1ccc(S(=O)(=O)NCC2CCCO2)cc1 (configuration not stated)
  -0.7	1.0	2.5	-12.5	14.2	5.1	-4.7	13.5	0.4
- CSCCC(NS(=O)(=O)c1ccc2c(c1)OCCO2)C(=O)N(C)Cc1ccc(F)cc1 (configuration not stated)
  0.2	18.3	2.1	6.5	-8.6	-7.1	4.1	-6.8	-8.4
- O=C(N/N=C/c1ccccn1)c1cc(Br)ccc1O
  13.8	3.9	-4.2	-2.2	-3.5	3.4	-6.9	-0.8	-2.9
- Cc1[nH]n(C(N)=S)c(=O)c1N=Nc1ccc([N+](=O)[O-])cc1Cl
  19.4	0.6	0.0	-10.8	4.8	12.1	-6.4	37.7	6.7
- CCC(C)NC(=O)CSc1nc2ccsc2c(=O)n1NC(=O)c1ccccc1 (configuration not stated)
  1.6	0.8	-2.6	1.7	-2.8	12.2	-10.2	-7.5	11.5
- Cc1cc(NC(=O)CSc2n[nH]c(=O)[nH]c2=O)ccc1Br
  0.1	0.5	-0.3	7.2	-4.6	4.2	7.7	5.2	-10.4
- Cc1cc(C)c(C)c(S(=O)(=O)N2CCN(CC(=O)NC(=O)NCc3ccccc3)CC2)c1C
  0.5	1.5	0.0	4.0	-0.1	7.8	-5.1	-2.6	21.1
- O=C(Nc1ccccc1)c1ccc(S(=O)(=O)NCc2ccco2)cc1
  -0.5	6.7	-0.8	-3.7	2.3	1.4	2.7	3.9	4.8
- CC(C)C(NC(=O)c1c(F)cccc1F)C(=O)NCc1ccc(S(=O)(=O)N2CCOCC2)cc1 (configuration not stated)
  -1.5	1.9	0.0	0.8	4.4	2.7	-0.1	2.8	1.3
- CCSc1nc(-c2cccnc2)ccc1C#N
  1.9	0.1	-5.1	-1.0	0.7	3.6	-0.9	3.3	-6.2
- O=C(COC(=O)C1CC(O)CN1S(=O)(=O)c1ccccc1[N+](=O)[O-])c1ccc[nH]1 (configuration not stated)
  0.2	-0.2	0.8	6.0	-1.5	6.9	-8.1	6.1	9.8
- CC1(C)CC(=O)c2cc3c(N)c(C(=O)NCc4ccccc4)sc3nc2C1
  0.2	1.5	-5.7	4.4	-3.0	-4.8	-1.0	-2.3	4.2
- Cc1ccc2nc(Nc3ccc(F)cc3)c3nncn3c2c1
  1.1	5.2	-1.0	10.8	-7.3	9.4	-2.5	-9.6	-3.4
- Cc1ccc(N(CC(=O)NC2CCCCC2)C(=O)CNC(=O)c2cccs2)cc1
  -0.1	2.1	3.4	-12.8	4.1	1.2	-8.0	-3.8	4.0
- CCOC(=O)C1(C)CCN1C(=O)c1ccc2c(c1)CCO2 (configuration not stated)
  x	0.5	1.0	13.3	-5.3	-6.3	3.2	x	0.1
- CC(C)c1cc(NC(=O)C(C)(C)C)cc(C(C)C)c1O
  -1.6	0.0	-5.6	-5.3	5.1	1.7	-4.8	-8.7	1.4
- COC(=O)c1ccc(COC(=O)C(CCS(C)(=O)=O)N2C(=O)c3ccccc3C2=O)cc1 (configuration not stated)
  -4.6	2.7	-0.4	-3.2	-2.2	5.4	-5.9	18.0	6.9

Some of the entries above, set out differently:
CRFR2-BP ag	M4 ag	CHRM5 agonist	CHRM5 antagonist	CHRM5 PAM	M1 PAM	CHRM4 antagonist	CRFR2-BP antag	CHRM4 PAM	mol
-0.5	6.7	-0.8	-3.7	2.3	1.4	2.7	3.9	4.8	O=C(Nc1ccccc1)c1ccc(S(=O)(=O)NCc2ccco2)cc1
-1.5	1.9	0.0	0.8	4.4	2.7	-0.1	2.8	1.3	CC(C)C(NC(=O)c1c(F)cccc1F)C(=O)NCc1ccc(S(=O)(=O)N2CCOCC2)cc1 (configuration not stated)
1.9	0.1	-5.1	-1.0	0.7	3.6	-0.9	3.3	-6.2	CCSc1nc(-c2cccnc2)ccc1C#N
0.2	-0.2	0.8	6.0	-1.5	6.9	-8.1	6.1	9.8	O=C(COC(=O)C1CC(O)CN1S(=O)(=O)c1ccccc1[N+](=O)[O-])c1ccc[nH]1 (configuration not stated)
0.2	1.5	-5.7	4.4	-3.0	-4.8	-1.0	-2.3	4.2	CC1(C)CC(=O)c2cc3c(N)c(C(=O)NCc4ccccc4)sc3nc2C1
1.1	5.2	-1.0	10.8	-7.3	9.4	-2.5	-9.6	-3.4	Cc1ccc2nc(Nc3ccc(F)cc3)c3nncn3c2c1
-0.1	2.1	3.4	-12.8	4.1	1.2	-8.0	-3.8	4.0	Cc1ccc(N(CC(=O)NC2CCCCC2)C(=O)CNC(=O)c2cccs2)cc1
x	0.5	1.0	13.3	-5.3	-6.3	3.2	x	0.1	CCOC(=O)C1(C)CCN1C(=O)c1ccc2c(c1)CCO2 (configuration not stated)
-1.6	0.0	-5.6	-5.3	5.1	1.7	-4.8	-8.7	1.4	CC(C)c1cc(NC(=O)C(C)(C)C)cc(C(C)C)c1O
